TAAR1 agonist = human TAAR1 agonism; activation, % at 3 µM; CHO RD-HGA16 TAAR1, Fluo-8 calcium fluorescence; vehicle wells 0%, saturating PEA agonist 100%; Q96RJ0; AID 624467; 0.99% of 360,000 active;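 active = activation above the mean activation of all test compounds in the run plus 3 SD, cut at about 38% in these data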
Target sequence (Q96RJ0 whole entry, looked up): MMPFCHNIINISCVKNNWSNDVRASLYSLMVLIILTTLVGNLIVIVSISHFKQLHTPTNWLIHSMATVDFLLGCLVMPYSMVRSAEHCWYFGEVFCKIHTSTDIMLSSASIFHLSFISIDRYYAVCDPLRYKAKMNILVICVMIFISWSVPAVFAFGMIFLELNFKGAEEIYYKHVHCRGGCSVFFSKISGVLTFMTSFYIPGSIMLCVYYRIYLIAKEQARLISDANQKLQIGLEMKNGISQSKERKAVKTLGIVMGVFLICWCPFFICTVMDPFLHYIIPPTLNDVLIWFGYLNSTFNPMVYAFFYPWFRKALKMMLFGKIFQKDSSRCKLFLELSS
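System: CHO RD-HGA16 cells carrying human TAAR1 plus Gα16; Incubation: 17-24 h seeding, 75 min 37 °C dye, 30 min RT; Measured by: Fluo-8 fluorescence, 5 s baseline then 140 s kinetic read; Control set: DMSO and PEA EC100; Replication: single well for each compound.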
M1 PAM = positive allosteric modulators of human M1 muscarinic receptor. activation, % at 3 µM. 0.088% of 360,000 active. P11229. CHO-K1 hM1, Fluo-8 calcium fluorescence, ACh EC20; 0% = ACh EC20, 100% = maximal ACh. AID 588819; in the data active = activation above about 19%, passing the limit was not always enough
Target sequence (P11229 whole entry, looked up): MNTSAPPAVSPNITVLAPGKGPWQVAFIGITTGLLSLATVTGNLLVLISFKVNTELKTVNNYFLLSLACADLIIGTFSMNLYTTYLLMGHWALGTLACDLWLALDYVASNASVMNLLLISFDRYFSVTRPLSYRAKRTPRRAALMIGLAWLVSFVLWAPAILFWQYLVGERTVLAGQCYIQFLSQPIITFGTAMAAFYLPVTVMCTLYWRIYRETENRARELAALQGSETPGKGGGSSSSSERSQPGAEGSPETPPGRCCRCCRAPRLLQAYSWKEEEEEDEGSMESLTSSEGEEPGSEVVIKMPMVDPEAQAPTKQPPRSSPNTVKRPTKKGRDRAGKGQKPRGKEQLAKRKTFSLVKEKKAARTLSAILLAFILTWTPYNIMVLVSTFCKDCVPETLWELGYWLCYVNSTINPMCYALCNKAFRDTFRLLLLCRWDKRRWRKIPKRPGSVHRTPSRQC
M1 ag = agonists of human M1 muscarinic receptor. P11229. CHO-K1 hM1, Fluo-8 calcium fluorescence, agonist mode; 0% DMSO, 100% acetylcholine EC100. activation, % at 3 µM. 0.33% of 360,000 active. AID 588814;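 active = activation above the run's mean compound activation plus 3 SD, cut at about 16% in these data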;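 note: peak over basal fluorescence ratio within a 140 s kinetic read after compound addition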
OXTR potentiate = potentiators of human oxytocin receptor; CHO-OTR cells, Fluo-8 calcium fluorescence, potentiator mode; 0% = oxytocin EC15, 100% = EC100; AID 2445; P30559; 0.061% of 320,000 active; activation, % at 3 µM;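 active = activation above that plate's cutoff, the mean activation of tested compounds plus 3 SD, cut at about 6.6% in these data, passing the limit was not always enough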;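 note: 100% uses oxytocin at 75 nM as the full agonist control; some results filed as inactive read as strong as hits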
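Measured by – Fluo-8 calcium dye fluorescence · Test system – human OTR in CHO cells · Dosing – one concentration, 3.0 µM compound · Controls – EC15 oxytocin alone as 0%, 75 nM oxytocin as 100% · Evaluation – normalized max/min fluorescence ratio, % activation · Timing – 6 min pre-incubation, 100 s read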
CHRM1 antagonist = human CHRM1 antagonism. P11229. CHO-K1 hM1, Fluo-8 calcium fluorescence, ACh EC80 antagonist. inhibition, % at 3 µM. 1.3% of 360,000 active. AID 588852;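 active = percent inhibition above its own plate's cutoff, namely the mean of that plate's compound wells plus 3 SD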;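 note: peak over basal fluorescence ratio during 140 s after agonist addition; 0% = ACh EC80 plus DMSO and 100% = DMSO alone without agonist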
CHO parental Ca = counter-screen: ATP calcium response change in parental CHO cells. parental CHO-K1, ATP-induced calcium, Fluo-8 fluorescence. inhibition, % at 5.6 µM. 0.63% of 330,000 active. AID 463079;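 active = inhibition above that plate's mean sample inhibition plus 3 SD, cut at about 26% in these data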;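 note: 0% = ATP-challenged DMSO wells and 100% = DMSO wells without ATP; some compounds past the cut are filed as inactive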
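material = parental CHO cells | also added = ATP as calcium-mobilizing challenge | dosing = single point at 5.6 µM | detection = intracellular calcium via Fluo-8 no-wash fluorescent dye | read-out = % inhibition | benchmarks = low control ATP plus DMSO, high control DMSO only | repeats = one well per compound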
TAAR1 antag = antagonists of human TAAR1. Q96RJ0. CHO RD-HGA16 TAAR1, Fluo-8 calcium fluorescence, antagonist. inhibition, % at 3 µM. 1.5% of 360,000 active. AID 624466;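 active = inhibition above a per-plate cutoff, the mean inhibition of test compounds on that plate plus 3 SD, cut at about 49% in these data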;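 note: 0% = DMSO plus EC80 beta-PEA response and 100% = DMSO alone without agonist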
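Material: CHO RD-HGA16 cells bearing hTAAR1; compound dosing: one-point dosing, 3 µM nominal final; schedule: dye loading 75 min at 37 °C, then 30 min room temperature; measured by: calcium fluorescence with Fluo-8; control set: vehicle and agonist controls; replication: n of 1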
OXTR ag = activates the human oxytocin receptor; AID 2435; P30559; activation, % at 3 µM; CHO-OTR cells, Fluo-8 calcium fluorescence; normalized: DMSO 0%, oxytocin 100%; 0.32% of 320,000 active;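 active = activation above the mean of all tested compounds plus 3 SD, cutoff set per screening run, cut at about 20% in these data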;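 note: peak over basal fluorescence ratio from a 100 s FLIPR kinetic read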
V1R ag counter = counter-screen for oxytocin receptor agonists: human V1a receptor agonists | P37288 | CHO-V1R cells, Fluo-8 calcium fluorescence, agonist mode; 0% DMSO, 100% 3 nM vasopressin | 0.25% of 320,000 active | activation, % at 3 µM;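 active = activation above the mean activation of all tested compounds plus 3 SD, per screening run, cut at about 20% in these data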;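 note: signal is peak over basal fluorescence ratio across a 100 second FLIPR read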
Active calls of the source: *; · = not tested or not shown.

SMILES	TAAR1 agonist	M1 PAM	M1 ag	OXTR potentiate	CHRM1 antagonist	CHO parental Ca	TAAR1 antag	OXTR ag	V1R ag counter
O=C(Oc1oc(-c2ccco2)nc1C=Nc1ccc(Cl)cc1)c1ccco1	2	-3	-5	-16	-9	-19	1	-0.3	0.0
COC1OC2COC(c3ccccc3)OC2C2OC(c3ccccc3)OC12 (stereo not drawn)	0	0	-2	·	1	·	-23	·	·
CC1CCCC(NC(=O)Cn2cc(C(F)(F)F)cc(Cl)c2=O)C1C (stereo not drawn)	2	-6	-3	-1	17	-22	-25	-0.8	1.3
C/C(=N/NC(=O)CNC(=O)c1ccccn1)c1cccc([N+](=O)[O-])c1	7	12	-10	12*	-8	-8	11	1.1	1.2
CCN(CC)c1ccc(N=C2C=CC(=O)C=C2NC(C)=O)cc1	5	-8	1	·	8	·	8	·	·
Cc1cc(F)ccc1NC(=S)NC1CCCC1	0	12	-4	·	-3	·	-8	·	·
CCCS(=O)(=O)NC(=O)C1(C)CCN(C(=O)c2cc(OC)c(OC)c(OC)c2)C1 (stereo not drawn)	2	6	-2	·	-8	·	-9	·	·
O=C(CC1C(=O)NCCN1Cc1ccc(-c2ccccc2)cc1)NCC1CCOCC1 (stereo not drawn)	7	13	-6	1	-8	-14	-6	-0.4	0.7
O=C(CSc1ccccn1)Nc1ccc2c(c1)OCO2	3	7	-3	1	-4	-6	-32	0.3	0.6
CCOc1ncccc1C(=O)Nc1ccc(F)cc1	3	5	-4	-8	4	2	-7	-1.6	-1.8
CCOC(=O)c1ccc(NCC(O)COc2ccccc2)cc1 (stereo not drawn)	5	4	-4	-13	0	-17	-3	0.9	2.5
C(=N\Nc1nc2ccccc2[nH]1)/c1cccc2cccnc12	2	0	-6	1	-9	-30	12	-2.5	0.6
COc1ccc(CNC(=S)Nc2ccccc2C)cc1	0	4	-4	-12	-8	-2	-25	-0.4	-0.1
CCOC(=O)c1cnn(CCOC(=O)c2ccccc2F)c1NC(=O)c1ccccc1F	0	6	-3	2	-6	-19	13	-1.2	0.1
C=CCNC(=S)NN=C1CCCCCCC1	-1	-4	-4	-13	6	-4	-10	-1.3	-0.4
Cc1cc(C(=O)NCc2cccs2)ccc1[N+](=O)[O-]	5	0	-7	-9	2	-6	5	-1.5	0.9
N#Cc1c(-c2ccc(C(F)(F)F)cc2)cc(-c2ccccc2)[nH]c1=S	2	3	-5	3	0	-6	22	1.8	1.1
CC(C)(O)C#Cc1ccc(C(=O)N2CCC(C(N)=O)(N3CCCCC3)CC2)cc1	2	3	-3	-2	4	-6	12	1.8	1.3
CCCOc1ccc(-c2c(C(=O)N/N=C(\C)c3ccco3)nnn2-c2nonc2N)cc1	30	20	1	3	-14	-23	-28	2.7	7.0
COCCNC(=O)c1ccc(N2CC3CC(C2)c2cccc(=O)n2C3)c(NC(=O)c2cc(OC)cc(OC)c2)c1 (stereo not drawn)	2	16	0	4	-17	-11	-21	0.5	1.4
CCN(CC)Cc1cc(C(=O)O)c(C)o1	2	-9	-6	-3	6	3	16	0.2	0.3
COC(=O)c1c(C)cccc1C1CN=NC12Cc1ccccc1C2=O (stereo not drawn)	0	9	-1	·	-19	·	22	·	·
Oc1ccc(C=NN=Cc2ccco2)c(O)c1	2	4	1	·	-11	·	-19	·	·
CC(=O)c1ccc(Nc2cc(C)nc3nc(C)nn23)cc1	1	7	-3	1	-11	10	-19	-0.7	-0.3
OC(c1cccc(Cl)c1)c1nc(-c2ccc(F)c(Cl)c2)cs1 (stereo not drawn)	-1	-10	-3	·	12	·	13	·	·
CCN1C(=O)[C@H]2[C@@H](c3ccc(C)cc3)N3C(=O)N(c4ccc(C(F)(F)F)cc4)C(=O)[C@@]3(CC(C)C)[C@H]2C1=O	10	9	-3	-7	-5	-15	-11	0.0	1.1
CC(C)COC(=O)N(C)C[C@H]1OCc2cn(nn2)CCCC(=O)N([C@H](C)CO)C[C@@H]1C	1	19	2	·	-24	·	-6	·	·
CCOC(=O)CCCCCN(Cc1ccccc1)S(=O)(=O)c1ccc([N+](=O)[O-])cc1	0	-7	-12	-7	5	-21	48	-2.6	0.0
COC(=O)c1c(NC(=O)COC(=O)CCNS(=O)(=O)c2ccc(NC(C)=O)cc2)sc(C)c1C	3	3	-5	-2	-3	-17	-11	-0.1	-0.2
COc1ccc(/C=C/C(=O)Nc2ccc(S(=O)(=O)Nc3onc(C)c3C)cc2)cc1OC	0	11	1	-7	-4	-7	-7	0.2	-0.2
O=C(OCC(=O)N1CCCC1=O)c1nc(Cl)ccc1Cl	1	1	2	0	-5	15	-13	1.6	0.2
Cc1cccc(CN2[C@@H](CC(C)C)COCCS2(=O)=O)c1	7	0	-10	-2	0	-14	5	-2.2	-0.7
CCN(CC)CCCNc1nc(N)c([N+](=O)[O-])c(N2CCCCCC2)n1	4	-35	-11	-9	65*	-22	-5	-0.3	0.0
O=C(COC(=O)c1ccc(O)cc1)Nc1cccc(S(=O)(=O)N2CCCCC2)c1	9	-5	3	-21	8	15	22	13	15
Cc1cccc2cc3c(N)c(C(=O)N4CCc5ccccc54)sc3nc12	31	-11	11	-12	30*	11	55*	3.9	4.9
Cc1nc(Cc2ccccc2)sc1CC#N	1	0	-8	·	4	·	2	·	·
COc1cccc(NC(=O)N2CCOCC2)c1	4	6	3	-4	-14	-15	-2	0.4	0.1
Cc1ccc(C(C)C)c(OCCN(C)C)c1	7	-19	-3	-11	57*	-9	10	1.4	0.7
C=CCSc1nc2ccccc2[nH]1	8	8	-1	-3	10	-9	14	0.1	0.3
COc1ccccc1C1CC(=O)Oc2cc(O)ccc21 (stereo not drawn)	-1	2	-1	·	-4	-3	2	·	·
CN(Cc1ncc[nH]1)Cc1cn(-c2ccccc2)nc1-c1ccc2c(c1)OCO2	1	-4	-4	3	-2	-18	-8	1.2	0.2
CC(c1ccccc1C(O)c1ccccc1)N(C)C (stereo not drawn)	5	-7	-13	2	3	-10	4	0.9	1.4
CCC1=C2CC[C@H]3C(=O)N(c4ccccc4)C(=O)[C@H]3[C@H]2[C@@]2(C)C(=NCC(=O)OC)OC(=O)N2C1=O	4	9	-1	-4	-16	-4	1	0.0	0.0
CC(C)(C)NC(=O)CSc1nnc(NC(=O)CCc2ccccc2)s1	6	15	2	-10	-4	-16	0	0.8	1.3
N#C/C(=C1\C(=O)Nc2c(Cl)cc(Cl)cc21)c1nnc2n1CCCCC2	10	7	-2	-7	-8	-7	14	0.0	0.6
Nc1nnc(SCc2ccc(Cl)cc2)s1	0	-11	-5	-1	28*	-4	13	-0.5	0.1
COc1ccc(-n2nc3c(N4CCC(C(=O)NCCc5ccccc5C)CC4)nnc(C)c3c2C)cc1	·	-7	-7	-4	12	-11	·	-2.1	-1.0
Cc1cccc(N2N=C(C(=O)Nc3ccc(Cl)c(S(=O)(=O)N4CCOCC4)c3)CCC2=O)c1	13	5	0	-10	-2	-20	12	9.6	3.0
O=[N+]([O-])c1ccc(S(=O)(=O)NN=CCCc2ccccc2)cc1	7	5	-1	·	-5	·	-23	·	·
CC1(C)C(c2ccco2)=[N+]([O-])C2(CCCCC2=O)N1O (stereo not drawn)	6	3	-3	-4	-8	7	2	5.2	1.1
O=C(N/N=C/c1cc([N+](=O)[O-])ccc1O)c1ccc2c(c1)OCCO2	3	9	-4	-8	-9	-1	2	0.3	0.9
O=C(c1cnn2c(C(F)F)cc(-c3ccccc3)nc12)N1CCc2ccccc2C1	6	-3	-10	-6	-10	-38	8	-2.1	-1.1
COc1ccccc1CCc1nnc(CCC(=O)NCC2CCCO2)o1 (stereo not drawn)	3	10	-2	1	-11	3	5	0.9	0.4
CN(C)C(CNC(=S)Nc1cccc(Cl)c1)c1ccccc1 (stereo not drawn)	11	-9	-4	-10	14	-3	-3	6.2	5.3
COCCNC(=S)Nc1cccc2cnccc12	3	11	-2	-19	-11	-12	12	0.3	0.5
O=[N+]([O-])c1ccc(-c2nc(NCc3cccnc3)c3ccccc3n2)cc1	3	-3	-3	·	2	·	-2	·	·
O=C(Nc1ccc(N2CCN(Cc3ccccc3)CC2)cc1)c1ccco1	0	7	-5	-3	-12	-13	-2	0.8	1.5
CCOC(=O)C1=C(c2ccccc2)NC(SC)=C(C#N)C1c1ccco1 (stereo not drawn)	5	2	-6	3	-1	-16	-4	-1.5	-0.8
Cc1c(NC(=O)Nc2cccc(F)c2)c(=O)n(-c2ccccc2)n1C	2	-3	-3	1	14	0	-21	-0.8	-0.3
O=C(NC1CCCc2ccccc21)c1ccccn1 (stereo not drawn)	0	-3	-5	0	13	-10	-1	-0.8	-0.5

TAAR1 antag: hit marks shown above.
| Molecule | M1 PAM | M1 ag | CHRM1 antagonist | TAAR1 antag |
| --- | --- | --- | --- | --- |
| Cc1cccc2cc3c(N)c(C(=O)N4CCc5ccccc54)sc3nc12 | -11 | 11 | 30* | 55* |

(next part)
SMILES	TAAR1 agonist	M1 PAM	M1 ag	OXTR potentiate	CHRM1 antagonist	CHO parental Ca	TAAR1 antag	OXTR ag	V1R ag counter
CCOc1ccc(C(=O)C(CN2CCOCC2)c2ccccc2)cc1 (stereo not drawn)	13	-5	-11	1	5	-4	-1	-1.9	-0.7
CN1CCc2[nH]c3ccc(C(=O)NN)cc3c2C1	11	3	-2	-5	-6	-9	-3	0.8	0.7
COc1ccc(-c2ccc3c(=O)cc(-c4ccsc4)oc3c2)cn1	4	17	-3	1	-23	-16	12	3.7	1.0
COc1ccc(NC(=O)CN(C)C(=O)CSCc2ccc(C)cc2)cc1	2	3	0	-13	-18	-1	-10	-0.3	0.5
COc1nnc(-c2ccc(N3CCCCC3)c(NC(=O)COc3ccccc3)c2)c2ccccc12	-2	1	-4	·	-3	·	-17	·	·

Limited to TAAR1 antag, TAAR1 agonist and M1 ag (five entries from above):
Compound,TAAR1 antag,TAAR1 agonist,M1 ag
Cc1cccc(N2N=C(C(=O)Nc3ccc(Cl)c(S(=O)(=O)N4CCOCC4)c3)CCC2=O)c1,12,13,0
O=[N+]([O-])c1ccc(S(=O)(=O)NN=CCCc2ccccc2)cc1,-23,7,-1
CC1(C)C(c2ccco2)=[N+]([O-])C2(CCCCC2=O)N1O (stereo not drawn),2,6,-3
O=C(N/N=C/c1cc([N+](=O)[O-])ccc1O)c1ccc2c(c1)OCCO2,2,3,-4
O=C(c1cnn2c(C(F)F)cc(-c3ccccc3)nc12)N1CCc2ccccc2C1,8,6,-10

From PubChem
